All columns: NCI-60 one-dose screen, growth in % after 48 h at 10 µM unless noted; 100 = growth as untreated, 0 = no growth, -100 = all killed.
UACC-62 = UACC-62 melanoma; 81,000 compounds, 5.4% hits
SK-MEL-2 = SK-MEL-2 melanoma | 77,000 compounds, 4.7% hits | AID 1794763
MALME-3M = MALME-3M melanoma. 78,000 compounds, 5.8% hits. AID 1794766
MDA-MB-435 = MDA-MB-435 melanoma; 82,000 compounds, 7.8% hits; AID 1794794
SK-MEL-5 = SK-MEL-5 melanoma | 80,000 compounds, 6.4% hits
UACC-257 = UACC-257 melanoma; AID 1794764; 78,000 compounds, 4.4% hits
LOX IMVI = LOX IMVI melanoma; AID 1794757; 79,000 compounds, 7.4% hits
SK-MEL-28 = SK-MEL-28 melanoma; AID 1794761; 81,000 compounds, 4.1% hits
An asterisk follows results filed as active; · = not tested or not shown; & = joins results of further samples; [ ] = dose if it differs, or a comment. Rule for the calls: active = growth percent below 10; inactive = the rest.

SMILES	UACC-62	SK-MEL-2	MALME-3M	MDA-MB-435	SK-MEL-5	UACC-257	LOX IMVI	SK-MEL-28
Fc1ccc(Nc2csc(-c3ccccn3)n2)cc1	84	106	103	99	99	111	88	107
Nc1nnc(-c2c[nH]c3ncccc23)c(-c2c[nH]c3ccc(Br)cc23)n1	34	24	47	47	-33*	82	·	54
CCOC(=O)c1c(C)c2c(n1C)CSc1cc(C(=O)c3ccccc3)c(=O)[nH]c1-2	78[100 µM]	122[100 µM]	91[100 µM]	85[100 µM]	86[100 µM]	120[100 µM]	91[100 µM]	105[100 µM]
COc1ccc2cc([C@H](C)C(=O)N/N=C/c3ccccc3F)ccc2c1	64	97	75	88	68	77	·	89
COc1cc(C)ccc1Oc1nc(Nc2ccc(N3CCOCC3)cc2)ncc1NC(=O)Nc1cc(C(F)(F)F)cc(C(F)(F)F)c1	83	89	108	82	83	84	47	94
Cc1ccc(N2C(=O)CC(Sc3ccccc3N)C2=O)cc1Cl (configuration not stated)	103	102	105	83	95	·	95	91
C/C(CC1(O)C(=O)Nc2ccccc21)=N\O (configuration not stated)	100	102	96	104	100	105	90	108
CCn1c(SC)nnc1-c1cc2c([nH]c3ccccc32)c(-c2cccc(O)c2)n1	37	16	33	-32*	-16*	57	17	41
C=C(C)[C@@H]1CC[C@]2(CO)CC[C@]3(C)[C@H](CC[C@@H]4[C@@]5(C)CC[C@H](NOCCCN)C(C)(C)[C@@H]5CC[C@]43C)[C@@H]12	101	112	110	101	97	111	79	116
CN(C(=O)N(C)c1ccccc1)c1ccccc1	95	·	125	·	118	86	97	107
CCn1cc(-c2ccnc(NCCNS(=O)(=O)c3ccc(Br)cc3)c2)c(-c2cccc(O)c2)n1	93	121	88	93	89	112	108	112
O=C(/C=C/c1ccc(Cl)s1)c1ccc(Cl)s1	100&95	109&100	114	88	97&96	103&101	88&79	112&103
O=C1NC(=O)C(c2ccccc2)(c2ccccc2)N1S(=O)(=O)c1ccccc1	98	116	107	109	101	90	96	105
Cc1ccc(Nc2ccc(O)c3c2C(=O)c2c(O)ccc(Nc4ccc(C)cc4)c2C3=O)cc1	105	118	102	104	92	95	97	112
CC1C=CC(C(N)C(=O)O)O1 (configuration not stated)	95	103	100	105	97	107	100	·
CO[C@H]1NC(=O)N(S(=O)(=O)c2ccc3ccccc3c2)[C@@H]1OC	98	110	121	100	108	103	91	110
N#C/C(=C\c1ccccc1)C(=O)Nc1ncc(Cc2ccccc2)s1	46	99	104	95	102	98	·	96
Cc1cccc2c3c(sc12)C(c1ccc(F)cc1)C(C#N)=C(/N=C/c1ccc(Cl)cc1)O3 (configuration not stated)	18	-5.3*	63	-12*	5.8*	56	9.6*	62
CC(C)[C@H](NC(=O)OCc1ccccc1)C(=O)C1CO1 (some centres not stated)	95	118	105	99	106	102	95	114
CNc1cc(=O)[nH]c(=O)[nH]1	115	105	102	106	114	109	101	107
C[C@H]1O[C@@H](c2ccc3c(c2O)C(=O)C2=C(C3=O)[C@@]3(O)C(=O)C[C@](C)(O)C[C@@]3(O)C=C2)C[C@@H](O)[C@@H]1O	91	105	80	105	100	96	97	110
CC(C)=CC[C@@H]1CC2(CC=C(C)C)C(=O)C(OC3(C(=O)c4ccccc4)C(=O)C4(CC=C(C)C)C[C@@H](CC=C(C)C)C(C)(C)C(CC=C(C)C)(C4=O)C3=O)(C(=O)c3ccccc3)C(=O)C(CC=C(C)C)(C2=O)C1(C)C (some centres not stated)	-71*	-47*	-29*	6.3*	-77*	-20*	1.6*	15
c1ccc(CNCc2ccccc2)cc1	86	·	87	103	93	103	86	102
NS(=O)(=O)c1ccc(NC(=O)C(=O)C(O)C(O)C(O)CO)cc1 (configuration not stated)	93	93	129	114	102	87	101	109
O=C1c2ccccc2-c2c1c1c(=O)[nH]c3ccccc3c1n2Cc1ccccc1	54	75	14	71	61	75	83	86
CCCCOc1nc2ccc(Cl)cc2cc1/C=C/C(=O)/C=C(/C=C/c1cc2cc(Cl)ccc2nc1OCCCC)OB(F)F	93	93	111	99	112	92	107	100
C[C@]12CC[C@H]3[C@@H](CCC4=CC(=O)CC[C@@]43C)[C@@H]1CC[C@@H]2CN=[N+]=[N-]	61	111	107	83	59	68	81	88
COc1ccc(C(=O)CSc2nc(Nc3cccc(S(N)(=O)=O)c3)c(C#N)c(-c3cc(OC)ccc3OC)n2)cc1	98	102	100	100	97	108	89	115
CC(C)(C)CC(C)(C)c1ccc(O)cc1O	95	107	93	104	97	91	103	99
O=C(NCCNc1nccc(-c2c(-c3cccc(O)c3)nc3sccn23)n1)Nc1cc(C(F)(F)F)cc(C(F)(F)F)c1	54	110	60	9.9*	60	57	61	69
CCCS(=O)(=O)Nc1ccc(C(=O)/C=C2/C(=O)Nc3ccccc32)cc1	74	110	83	100	97	103	61	107
CCC(C#N)(CC)c1ccccc1	90	105	121	104	99	104	98	108
Cc1ccc[n+](CC(O)c2ccccc2)c1 (configuration not stated)	92	81	103	112	101	88	102	107
O=C(C[n+]1ccccc1)c1cccs1	103	93	95	104	102	101	97	114
c1ccc(-c2c3c(cn2CCN2CCCCC2)-c2oncc2CC3)cc1	94	116	119	100	100	108	99	99
Cc1ccc(S(=O)(=O)NCCCCc2ccccc2)cc1	92	102	108	108	97	97	97	108
Cc1nc2c([nH]1)c(=O)n(C)c(=O)n2C	95	91	104	109	105	109	97	105
Cc1nn(-c2ccccc2)c2nc(Cl)c(C=O)c(-c3ccccc3)c12	79	114	·	·	87	98	87	107
C=CCCCCCCCCC1(C)NC(=O)NC1=O (configuration not stated)	92	119	110	101	90	108	92	111
CCOC(=O)C(C#N)(C(C)CC)C(C)CC (configuration not stated)	102	136	115	94	102	104	105	112

Among those listed so far, two contain bromine:
SMILES	UACC-62	SK-MEL-2	MALME-3M	MDA-MB-435	SK-MEL-5	UACC-257	LOX IMVI	SK-MEL-28
Nc1nnc(-c2c[nH]c3ncccc23)c(-c2c[nH]c3ccc(Br)cc23)n1	34	24	47	47	-33*	82	·	54
CCn1cc(-c2ccnc(NCCNS(=O)(=O)c3ccc(Br)cc3)c2)c(-c2cccc(O)c2)n1	93	121	88	93	89	112	108	112

Next part.
SMILES	UACC-62	SK-MEL-2	MALME-3M	MDA-MB-435	SK-MEL-5	UACC-257	LOX IMVI	SK-MEL-28
Cc1nnc2n(-c3ccccc3)c(=O)c3cnn(-c4ccccc4)c3n12	98	91	118	106	101	98	96	112
O=C1CSC(c2cn(-c3ccccc3)nc2-c2ccc([N+](=O)[O-])cc2)N1c1ccccc1 (configuration not stated)	101	106	119	101	97	107	94	106
CCCCSc1nc(N/N=C/c2cccc(Br)n2)c(C#N)c(-c2ccc(OC)cc2)n1	98	102	105	98	100	106	88	108
O=C(CSc1nnc(-c2ccc(NC(=O)c3cccnc3)cc2)o1)Nc1ccccc1Cl	109	101	118	108	103	102	102	113
COc1ccc2nc(N/N=C(\C)c3ccccn3)cc(C)c2c1	-44*	-23*	-24*	-95*	-86*	17	-99*	20
CCCCCNC(=O)c1cccc(NC(=O)CCl)c1	72	98	79	85	81	74	43	90
CCCCCN(CCCCC)CCCNc1c2c(nc3ccc(OC)cc13)CCCC2	110&106	102&101	105&100	100&96	95&100	97&114	83&84	99&105
Cc1cc(Cl)ccc1Nc1nc(C(F)(F)F)ccc1C(=O)NCC(=O)N/N=C/c1c(Cl)cccc1Cl	63	98	92	80	70	149	56	86
O=C1Nc2ccccc2/C1=C\C(=O)c1ccc(NS(=O)(=O)c2ccccc2)cc1	80	112	87	100	94	98	62	106
O=c1nc2sc3nc4ccccc4cc3cc-2s1	116	112	116	117	100	99	111	110
COC(=O)[C@]1(C)CC[C@]2(C)CC[C@]3(C)C(=CC(=O)[C@@H]4[C@@]5(C)CCC(=O)NC(C)(C)[C@@H]5CC[C@]43C)[C@@H]2C1	-89*[100 µM]	-83*[100 µM]	-76*[100 µM]	-49*[100 µM]	-94*[100 µM]	-30*[100 µM]	-98*[100 µM]	-67*[100 µM]
CC(=O)c1cc(C(=O)c2ccccc2)n2cc3ccccc3cc12	86	101	101	91	90	107	96	112
O=S(=O)(NCCNc1nccc(-c2c(-c3cccc(O)c3)nc3occn23)n1)c1cccc(F)c1	14	61	4.3*	34	46	40	65	50
N#Cc1c(-c2ccccc2F)cc(-c2ccc(Br)s2)[nH]c1=O	83	104	100	104	96	107	93	109
COc1ccc(/C(C)=C(/C#N)c2nnc(NC(=O)c3ccc(-n4c(=O)[nH]c5ccccc5c4=O)cc3)s2)cc1	92	115	93	107	102	109	99	100
CC(C)COc1nc2c(c(=O)n(C)c(=O)n2C)n1C	94	36	121	104	87	67	105	106
COc1cc(NCCN=C(N)NC(N)=NC(C)C)c2ncccc2c1	102	-14*	-11*	103	37	72	89	86
C=C1C(=O)O[C@H]2[C@H]1CC/C(C(=O)NCCCCCNC(=O)/C1=C/CC[C@@]3(C)O[C@H]3[C@H]3OC(=O)C(=C)[C@@H]3CC1)=C\CC[C@@]1(C)O[C@@H]21	98	107	96	105	100	98	100	101
O=[N+]([O-])c1ccccc1NS(=O)(=O)c1ccccc1	100	99	109	108	99	99	96	98
Cc1c(C(=O)/C=C/c2ccc(N(C)C)cc2)nnn1-c1ccc(Br)cc1	94	112	104	100	99	100	99	100

An excerpt from above in order of length of the SMILES, lowest first.
SMILES	UACC-62	SK-MEL-2	MALME-3M	MDA-MB-435	SK-MEL-5	UACC-257	LOX IMVI	SK-MEL-28
O=c1nc2sc3nc4ccccc4cc3cc-2s1	116	112	116	117	100	99	111	110
CCCCCNC(=O)c1cccc(NC(=O)CCl)c1	72	98	79	85	81	74	43	90
CC(C)COc1nc2c(c(=O)n(C)c(=O)n2C)n1C	94	36	121	104	87	67	105	106
COc1ccc2nc(N/N=C(\C)c3ccccn3)cc(C)c2c1	-44*	-23*	-24*	-95*	-86*	17	-99*	20
COc1cc(NCCN=C(N)NC(N)=NC(C)C)c2ncccc2c1	102	-14*	-11*	103	37	72	89	86
CC(=O)c1cc(C(=O)c2ccccc2)n2cc3ccccc3cc12	86	101	101	91	90	107	96	112
N#Cc1c(-c2ccccc2F)cc(-c2ccc(Br)s2)[nH]c1=O	83	104	100	104	96	107	93	109
CCCCCN(CCCCC)CCCNc1c2c(nc3ccc(OC)cc13)CCCC2	110&106	102&101	105&100	100&96	95&100	97&114	83&84	99&105
Cc1nnc2n(-c3ccccc3)c(=O)c3cnn(-c4ccccc4)c3n12	98	91	118	106	101	98	96	112
Cc1c(C(=O)/C=C/c2ccc(N(C)C)cc2)nnn1-c1ccc(Br)cc1	94	112	104	100	99	100	99	100
O=C(CSc1nnc(-c2ccc(NC(=O)c3cccnc3)cc2)o1)Nc1ccccc1Cl	109	101	118	108	103	102	102	113
CCCCSc1nc(N/N=C/c2cccc(Br)n2)c(C#N)c(-c2ccc(OC)cc2)n1	98	102	105	98	100	106	88	108
O=C1CSC(c2cn(-c3ccccc3)nc2-c2ccc([N+](=O)[O-])cc2)N1c1ccccc1 (configuration not stated)	101	106	119	101	97	107	94	106
O=S(=O)(NCCNc1nccc(-c2c(-c3cccc(O)c3)nc3occn23)n1)c1cccc(F)c1	14	61	4.3*	34	46	40	65	50
Cc1cc(Cl)ccc1Nc1nc(C(F)(F)F)ccc1C(=O)NCC(=O)N/N=C/c1c(Cl)cccc1Cl	63	98	92	80	70	149	56	86
COc1ccc(/C(C)=C(/C#N)c2nnc(NC(=O)c3ccc(-n4c(=O)[nH]c5ccccc5c4=O)cc3)s2)cc1	92	115	93	107	102	109	99	100
COC(=O)[C@]1(C)CC[C@]2(C)CC[C@]3(C)C(=CC(=O)[C@@H]4[C@@]5(C)CCC(=O)NC(C)(C)[C@@H]5CC[C@]43C)[C@@H]2C1	-89*[100 µM]	-83*[100 µM]	-76*[100 µM]	-49*[100 µM]	-94*[100 µM]	-30*[100 µM]	-98*[100 µM]	-67*[100 µM]

More compounds follow:
SMILES	UACC-62	SK-MEL-2	MALME-3M	MDA-MB-435	SK-MEL-5	UACC-257	LOX IMVI	SK-MEL-28
CC(=O)/C=C/c1ccc(OCc2ccc(Cl)cc2)cc1	96	101	110	94	98	87	87	112
Fc1cc(-c2nnc3n2NC(=Nc2ccccc2C(F)(F)F)CS3)c(Cl)cc1Cl	65	75	86	91	75	90	76	106
O=C1CCN(c2ccccc2)N1Cn1nnc2ccccc21	96	111	101	102	107	86	106	105
C=C1CC[C@@H]2[C@](C)(COC(C)=O)[C@H](OC(C)=O)CC[C@@]2(C)[C@@H]1CC(NCc1ccc(F)cc1)C1=CCOC1=O (some centres not stated)	32	73	65	33	12	46	9.3*	78
Cc1cc(=O)oc2cc(OCCCCOc3ccc(/C=C/C(=O)Nc4ccccc4N)cc3)ccc12	69	111	91	78	-66*	82	1.0*	81
C#CCOc1cccc(Nc2ncnc3c(NC(=O)C=C)cccc23)c1	17	8.1*	31	2.2*	8.3*	33	8.0*	52
Cc1cc(C2=NN(C(=O)C3CCC3)C(c3ccc[nH]3)C2)ccc1-n1ccc(C(F)(F)F)n1 (configuration not stated)	79	78	87	98	92	90	90	95
